M1 PAM parental: nonselective activator or artifact in parental CHO-K1 calcium assay; ATP EC20, Fluo-8 calcium fluorescence; 0% at ATP EC20, 100% at ATP max; activation, % at 3 µM; 360,000 compounds, 0.02% hits; AID 602247;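 active = activation above the run cutoff, the mean activation of all test compounds plus 3 SD, cut at about 40% in these data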;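 also: peak over basal fluorescence ratio in a 140 s read after ATP addition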
CHO parental Ca: counter-screen: ATP calcium response change in parental CHO cells. 330,000 compounds, 0.63% hits. AID 463079. parental CHO-K1, ATP-induced calcium, Fluo-8 fluorescence. inhibition, % at 5.6 µM;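 active = inhibition above that plate's mean sample inhibition plus 3 SD, cut at about 26% in these data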;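 also: 0% = ATP-challenged DMSO wells and 100% = DMSO wells without ATP; some compounds past the cut are filed as inactive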
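Material: parental CHO cells / Compound: single nominal dose of 5.6 µM per compound / Signal: Fluo-8 fluorescence / Replicates: singlicate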
M1 antag: human CHRM1 antagonism; P11229; CHO-K1 hM1, Fluo-8 calcium fluorescence, ACh EC80 antagonist; inhibition, % at 3 µM; 360,000 compounds, 1.3% hits;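 active = percent inhibition above its own plate's cutoff, namely the mean of that plate's compound wells plus 3 SD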;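 also: peak over basal fluorescence ratio during 140 s after agonist addition; 0% = ACh EC80 plus DMSO and 100% = DMSO alone without agonist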
Target sequence (P11229 whole entry, looked up): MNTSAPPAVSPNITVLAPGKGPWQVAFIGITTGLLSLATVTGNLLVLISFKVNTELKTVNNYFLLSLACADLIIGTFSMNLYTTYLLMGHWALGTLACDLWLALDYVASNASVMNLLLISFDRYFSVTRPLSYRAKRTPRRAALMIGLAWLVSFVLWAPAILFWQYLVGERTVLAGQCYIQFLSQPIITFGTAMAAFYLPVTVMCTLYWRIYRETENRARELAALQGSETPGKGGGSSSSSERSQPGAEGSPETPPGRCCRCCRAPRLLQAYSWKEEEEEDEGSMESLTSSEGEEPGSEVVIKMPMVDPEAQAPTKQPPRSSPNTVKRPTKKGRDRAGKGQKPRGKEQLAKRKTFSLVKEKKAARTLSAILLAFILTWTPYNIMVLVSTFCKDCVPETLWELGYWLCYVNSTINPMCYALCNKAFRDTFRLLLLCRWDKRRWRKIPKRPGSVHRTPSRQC
M1 PAM: human CHRM1 positive allosteric modulation | P11229 | CHO-K1 hM1, Fluo-8 calcium fluorescence, ACh EC20; 0% = ACh EC20, 100% = maximal ACh | activation, % at 3 µM | 360,000 compounds, 0.088% hits | AID 588819; in the data active = activation above about 19%, passing the limit was not always enough
CHO-K1 Ca antag: nonselective inhibitor or artifact in parental CHO-K1 cells; ATP-induced calcium, Fluo-8 fluorescence; inhibition, % at 3 µM; AID 602250; 360,000 compounds, 0.6% hits;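 active = inhibition above a per-plate cutoff, the plate's mean sample inhibition plus 3 SD, cut at about 24% in these data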;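 also: 0% = DMSO plus EC80 ATP and 100% = DMSO alone without ATP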
M1 ag: human M1 muscarinic receptor agonism. 360,000 compounds, 0.33% hits. activation, % at 3 µM. CHO-K1 hM1, Fluo-8 calcium fluorescence, agonist mode; 0% DMSO, 100% acetylcholine EC100;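 active = activation above the run's mean compound activation plus 3 SD, cut at about 16% in these data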;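 also: peak over basal fluorescence ratio within a 140 s kinetic read after compound addition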
CHO-K1 Ca ag: counter-screen for M1 agonists: effect in parental CHO-K1 cells. AID 602248. Fluo-8 calcium fluorescence; scaled to maximal ATP response, vehicle zero. activation, % at 3 µM. 360,000 compounds, 0.48% hits; in the data active = activation above about 15%;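 also: untransfected CHO-K1 host cells lacking M1 receptor as counterscreen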
TAAR1 antag: human TAAR1 antagonism; CHO RD-HGA16 TAAR1, Fluo-8 calcium fluorescence, antagonist; inhibition, % at 3 µM; 360,000 compounds, 1.5% hits; AID 624466;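 active = inhibition above a per-plate cutoff, the mean inhibition of test compounds on that plate plus 3 SD, cut at about 49% in these data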;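 also: 0% = DMSO plus EC80 beta-PEA response and 100% = DMSO alone without agonist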
Target sequence (Q96RJ0 whole entry, looked up): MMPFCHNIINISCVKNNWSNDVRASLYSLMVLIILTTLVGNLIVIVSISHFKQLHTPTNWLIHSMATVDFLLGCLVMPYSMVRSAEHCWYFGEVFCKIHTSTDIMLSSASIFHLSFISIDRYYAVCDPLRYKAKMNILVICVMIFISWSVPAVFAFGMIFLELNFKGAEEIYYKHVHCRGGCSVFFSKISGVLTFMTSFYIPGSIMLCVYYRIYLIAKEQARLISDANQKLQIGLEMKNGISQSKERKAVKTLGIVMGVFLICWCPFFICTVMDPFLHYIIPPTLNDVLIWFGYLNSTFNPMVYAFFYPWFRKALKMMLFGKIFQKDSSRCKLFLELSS
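System: CHO RD-HGA16 cells bearing hTAAR1. Reagent: EC80 β-phenethylamine stimulus. Schedule: seeding 17-24 h prior, 75-min 37 °C, 30-min RT dye loading. Signal: Fluo-8 intracellular calcium dye fluorescence, real-time kinetic reads. Read-out: % inhibition from peak post-agonist over basal fluorescence ratio. Benchmarks: vehicle wells and EC80 agonist wells. Replicates: n of 1.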
TAAR1 agonist: human TAAR1 agonism; Q96RJ0; CHO RD-HGA16 TAAR1, Fluo-8 calcium fluorescence; vehicle wells 0%, saturating PEA agonist 100%; activation, % at 3 µM; 360,000 compounds, 0.99% hits; AID 624467;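 active = activation above the mean activation of all test compounds in the run plus 3 SD, cut at about 38% in these data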
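Test system: RD-HGA16 (CHO) cells co-expressing Gα16 and hTAAR1 / Benchmarks: DMSO vehicle as 0%, PEA at EC100 as 100% / Repeats: no replicates (n 1) / Measure: % activation from peak over basal fluorescence ratio, DMSO-to-PEA scaled / Timing: 17-24 h plating, Fluo-8 75 min 37 °C, 30 min RT / Technique: kinetic Fluo-8 calcium fluorescence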
An asterisk follows results filed as active.

Screening CCOC(=O)C1CCCN(C(=O)C2CCN(C(=O)Nc3ccccc3)CC2)C1 (stereo not given) returned M1 PAM parental 21, CHO parental Ca -2, M1 antag -17, M1 PAM 8, CHO-K1 Ca antag -10, M1 ag 1, CHO-K1 Ca ag 1.0, TAAR1 antag -25 and TAAR1 agonist 2.
Screening COc1ccccc1C(=O)Nc1c2c(nn1-c1cccc(C)c1C)CS(=O)(=O)C2 returned M1 PAM parental -11, CHO parental Ca -12, M1 antag 7, M1 PAM -3, CHO-K1 Ca antag 15, M1 ag -3, CHO-K1 Ca ag 0.2, TAAR1 antag -6 and TAAR1 agonist 12.
For O=C(O)c1cccc(Cn2c(Cl)c(/C=N/NC(=O)c3cccc(O)c3)sc2=O)c1 the results were M1 PAM parental -5, CHO parental Ca -7, M1 antag -15, M1 PAM -4, CHO-K1 Ca antag 11, M1 ag -3, CHO-K1 Ca ag 0.0, TAAR1 antag 6 and TAAR1 agonist 5.
For COc1ccccc1OC(=O)c1ccc(S(=O)(=O)N(C)C)cc1 the results were M1 PAM parental 12, CHO parental Ca 1, M1 antag 2, M1 PAM 3, CHO-K1 Ca antag 4, M1 ag -3, CHO-K1 Ca ag 2.5, TAAR1 antag 16 and TAAR1 agonist 12.
Screening O/N=C1\CC/C(=N\O)c2nn(-c3ccc(Cl)cc3Cl)nc21 returned M1 PAM parental 4, CHO parental Ca -3, M1 antag -1, M1 PAM -6, CHO-K1 Ca antag -16, M1 ag 4, CHO-K1 Ca ag 2.9, TAAR1 antag -15 and TAAR1 agonist 6.
CC1CCN(c2ccc(S(=O)(=O)NC3=NCCCCC3)cc2[N+](=O)[O-])CC1 was read as M1 PAM parental -2, CHO parental Ca -7, M1 antag 21, M1 PAM -11, CHO-K1 Ca antag -8, M1 ag -4, CHO-K1 Ca ag 5.8, TAAR1 antag -2 and TAAR1 agonist 0.
COc1ccc(NC(=O)C2C(=O)NC3(C)CC2c2ccccc2O3)cc1 (stereo not given) was read as M1 PAM parental 13, CHO parental Ca -23, M1 antag -11, M1 PAM 10, CHO-K1 Ca antag -14, M1 ag 1, CHO-K1 Ca ag 1.6, TAAR1 antag 10 and TAAR1 agonist 3.
`COCCOC(=O)C1=C(C)NC(=O)NC1c1ccc(-c2cc(Cl)ccc2Cl)o1` (stereo not given) gave M1 PAM parental 28, CHO parental Ca -29, M1 antag -8, M1 PAM 15, CHO-K1 Ca antag -16, M1 ag -6, CHO-K1 Ca ag 1.6, TAAR1 antag 17 and TAAR1 agonist 3.
Screening O=C(c1ccc(F)cc1)n1cc(C(=S)N2CCOCC2)c2ccccc21 returned M1 PAM parental 10, CHO parental Ca -4, M1 antag -5, M1 PAM 9, CHO-K1 Ca antag -4, M1 ag -5, CHO-K1 Ca ag 0.3, TAAR1 antag -3 and TAAR1 agonist 4.
O=C(c1ccccc1[N+](=O)[O-])N1CCN(Cc2ccc3c(c2)OCO3)CC1 was read as M1 PAM parental 13, CHO parental Ca -6, M1 antag -2, M1 PAM 3, CHO-K1 Ca antag 4, M1 ag -6, CHO-K1 Ca ag 0.9, TAAR1 antag -18 and TAAR1 agonist 1.
For Cc1ccc2c(c1)COc1c3ccc(C(=O)NCC4CC4)cc3nn1-2 the results were M1 PAM parental -8, CHO parental Ca -14, M1 antag 6, M1 PAM -4, CHO-K1 Ca antag -3, M1 ag -11, CHO-K1 Ca ag -1.1, TAAR1 antag 6 and TAAR1 agonist 8.
Cc1ccccc1N1C(=O)C(Oc2ccc(Cl)cc2)C1CNC(C)(C)C (stereo not given) was read as M1 PAM parental 19, CHO parental Ca -24, M1 antag -4, M1 PAM 8, CHO-K1 Ca antag -13, M1 ag -3, CHO-K1 Ca ag 2.8, TAAR1 antag 14 and TAAR1 agonist 11.
Screening COC(=O)C1=CCCCC(O)=C1C(=O)OC returned M1 PAM parental 15, M1 antag -12, M1 PAM 3, CHO-K1 Ca antag -6, M1 ag 1, CHO-K1 Ca ag 0.6, TAAR1 antag -25 and TAAR1 agonist 2.
`O=C(COC(=O)c1ccccc1[N+](=O)[O-])NC(=O)c1ccccc1` gave M1 PAM parental 2, CHO parental Ca -16, M1 antag -18, M1 PAM 17, CHO-K1 Ca antag -2, M1 ag 1, CHO-K1 Ca ag 1.1, TAAR1 antag 13 and TAAR1 agonist 10.
For O=C(Nc1ccc2c(c1)OCO2)C1CCN(c2ccc(S(=O)(=O)N3CCOCC3)cc2)CC1 the results were M1 PAM parental 28, CHO parental Ca -5, M1 antag -9, M1 PAM 6, CHO-K1 Ca antag -18, M1 ag -5, CHO-K1 Ca ag 0.7, TAAR1 antag 5 and TAAR1 agonist 5.
Screening Cc1cc(C)c(Cn2c(=O)[nH][nH]c2=O)cc1Cn1c(=O)[nH][nH]c1=O returned M1 PAM parental 17, M1 antag -14, M1 PAM 4, CHO-K1 Ca antag -14, M1 ag -2, CHO-K1 Ca ag 0.8, TAAR1 antag -12 and TAAR1 agonist 1.
Screening CCOc1ccc(OCCC(=O)OCC(=O)Nc2cc(S(=O)(=O)N3CCOCC3)ccc2OC)cc1 returned M1 PAM parental 13, M1 antag -7, M1 PAM 4, CHO-K1 Ca antag -15, M1 ag -4, CHO-K1 Ca ag 3.6, TAAR1 antag 7 and TAAR1 agonist 2.
For COc1ccc(C)cc1C1=Nc2ccccc2C1(C)C the results were M1 PAM parental 18, CHO parental Ca -22, M1 antag 7, M1 PAM -3, CHO-K1 Ca antag -3, M1 ag -6, CHO-K1 Ca ag 1.2, TAAR1 antag -2 and TAAR1 agonist -2.
For CC1CC(C)CN(CCCNC(=O)CN2C(=O)COc3ccc(S(=O)(=O)N4CCOCC4)cc32)C1 (stereo not given) the results were M1 PAM parental -5, CHO parental Ca -18, M1 antag -1, M1 PAM 1, CHO-K1 Ca antag -6, M1 ag -6, CHO-K1 Ca ag 0.5, TAAR1 antag 13 and TAAR1 agonist 2.
N#Cc1cccc(NC(=O)CCNC(=O)c2ccccc2Cl)c1 was read as M1 PAM parental -8, CHO parental Ca -9, M1 antag 0, M1 PAM 4, CHO-K1 Ca antag 7, M1 ag -1, CHO-K1 Ca ag 1.1, TAAR1 antag -7 and TAAR1 agonist 1.
`NS(=O)(=O)c1ccc2nc(NC(=O)Nc3ccc(F)cc3)sc2c1` gave M1 PAM parental 16, CHO parental Ca 10, M1 antag -4, M1 PAM 5, CHO-K1 Ca antag -12, M1 ag -5, CHO-K1 Ca ag 0.5, TAAR1 antag 8 and TAAR1 agonist 17.
COc1ccc2c(c1)Cc1sc(NC(=O)c3ccccc3)nc1-2 was read as M1 PAM parental 10, CHO parental Ca -14, M1 antag -19, M1 PAM 4, CHO-K1 Ca antag -1, M1 ag -4, CHO-K1 Ca ag 0.8, TAAR1 antag 12 and TAAR1 agonist 7.
For Cc1ccccc1NC(=O)C(=Cc1ccc(C(=O)O)cc1)C(=O)Nc1ccccc1C the results were M1 PAM parental -4, M1 antag -10, M1 PAM 6, CHO-K1 Ca antag -3, M1 ag -3, CHO-K1 Ca ag 0.3, TAAR1 antag -21 and TAAR1 agonist 0.
`CCCc1cc(NCCOCCO)n2c(nc3ccccc32)c1C#N` gave M1 PAM parental 25, M1 antag -20, M1 PAM 10, CHO-K1 Ca antag -17, M1 ag -4, CHO-K1 Ca ag 0.5, TAAR1 antag -6 and TAAR1 agonist -1.

Continued, overlapping the part above by 2 compounds.
For Cc1ccccc1NC(=O)C(=Cc1ccc(C(=O)O)cc1)C(=O)Nc1ccccc1C the results were M1 PAM parental -4, M1 antag -10, M1 PAM 6, CHO-K1 Ca antag -3, M1 ag -3, CHO-K1 Ca ag 0.3, TAAR1 antag -21 and TAAR1 agonist 0.
`CCCc1cc(NCCOCCO)n2c(nc3ccccc32)c1C#N` gave M1 PAM parental 25, M1 antag -20, M1 PAM 10, CHO-K1 Ca antag -17, M1 ag -4, CHO-K1 Ca ag 0.5, TAAR1 antag -6 and TAAR1 agonist -1.
Screening O=C(CNS(=O)(=O)c1c(F)cccc1F)NC1CCCc2ccccc21 (stereo not given) returned M1 PAM parental -6, CHO parental Ca -22, M1 antag -25, M1 PAM 13, CHO-K1 Ca antag -9, M1 ag -1, CHO-K1 Ca ag 0.9, TAAR1 antag 9 and TAAR1 agonist 1.
Screening Cn1c(=O)oc2cc(S(=O)(=O)NCc3cccnc3)ccc21 returned M1 PAM parental 16, CHO parental Ca 8, M1 antag -19, M1 PAM 14, CHO-K1 Ca antag -12, M1 ag 0, CHO-K1 Ca ag 2.0, TAAR1 antag 7 and TAAR1 agonist 2.
`O=S(=O)(Nc1ccc(-c2ccc3nncn3n2)cc1)c1ccc(Cl)s1` gave M1 PAM parental 8, CHO parental Ca 8, M1 antag -8, M1 PAM 9, CHO-K1 Ca antag -3, M1 ag -1, CHO-K1 Ca ag 2.5, TAAR1 antag -11 and TAAR1 agonist 5.
CC(C)Oc1cc(NC(=O)CS(=O)CC(=O)Nc2cccc(C(F)(F)F)c2)c(Cl)cc1Cl (stereo not given) was read as M1 PAM parental 3, CHO parental Ca 26, M1 antag 1, M1 PAM -4, CHO-K1 Ca antag -1, M1 ag -4, CHO-K1 Ca ag 0.2, TAAR1 antag 11 and TAAR1 agonist 5.
CCC(C)N(C(=O)Cn1c(=O)cnc2ccccc21)C1CCS(=O)(=O)C1 (stereo not given) was read as M1 PAM parental 12, CHO parental Ca 5, M1 antag -8, M1 PAM 4, CHO-K1 Ca antag -4, M1 ag -3, CHO-K1 Ca ag 2.0, TAAR1 antag -22 and TAAR1 agonist 0.

A portion taken from the entries so far, for reference:
`O=S(=O)(Nc1ccc(-c2ccc3nncn3n2)cc1)c1ccc(Cl)s1` gave M1 PAM parental 8, CHO parental Ca 8, M1 antag -8, M1 PAM 9, CHO-K1 Ca antag -3, M1 ag -1, CHO-K1 Ca ag 2.5, TAAR1 antag -11 and TAAR1 agonist 5.
CC(C)Oc1cc(NC(=O)CS(=O)CC(=O)Nc2cccc(C(F)(F)F)c2)c(Cl)cc1Cl (stereo not given) was read as M1 PAM parental 3, CHO parental Ca 26, M1 antag 1, M1 PAM -4, CHO-K1 Ca antag -1, M1 ag -4, CHO-K1 Ca ag 0.2, TAAR1 antag 11 and TAAR1 agonist 5.
CCC(C)N(C(=O)Cn1c(=O)cnc2ccccc21)C1CCS(=O)(=O)C1 (stereo not given) was read as M1 PAM parental 12, CHO parental Ca 5, M1 antag -8, M1 PAM 4, CHO-K1 Ca antag -4, M1 ag -3, CHO-K1 Ca ag 2.0, TAAR1 antag -22 and TAAR1 agonist 0.
